CIT2 TOR yeast: alters CIT2-GFP fluorescence in TOR pathway yeast screen | S. cerevisiae CIT2-GFP strain, flow cytometry, 3 h; 100 means same as DMSO wells | AID 2029 | GFP response vs DMSO, % at 10 µM | 320,000 tested, 0.065% active;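 active = GFP response relative to DMSO above a set limit, near the screen mean plus 3 SD, cut at about 150% in these data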;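 note: ratio of well median GFP fluorescence to mean of DMSO wells on the plate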
Fam108B inh: Fam108B inhibition, counter-screen for RBBP9 inhibitors | AID 1947 | inhibition, % at 9.51 µM | recombinant Fam108B, FP-Rh probe fluorescence polarization | 300,000 tested, 0.33% active;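 active = inhibition above the screen mean inhibition plus 3 SD, computed separately per campaign, cut at about 18% in these data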;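 note: inhibitors lower polarization as less probe binds the enzyme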
Bcl-xL primary: Bcl-xL (human) inhibition. inhibition, % at 10.9 µM. 320,000 tested, 0.7% active. GST-Bcl-xL / FITC-Bim BH3 peptide fluorescence polarization. Q07817;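 active = inhibition above the mean of all tested compounds plus 3 SD, cutoff set per campaign, cut at about 30% in these data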;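 note: 0% = DMSO wells and 100% = unlabeled Bim-BH3 peptide competitor; inhibitors lower millipolarization by displacing the labeled peptide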
GLD-1 TGE inh: GLD-1-TGE RNA interaction inhibition (C. elegans); purified GLD-1 + fluorescein TGE RNA, fluorescence polarization; inhibition, % at 5.96 µM; 320,000 tested, 0.44% active; AID 2280;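 active = percent inhibition above a per-plate cutoff, the plate mean of test compounds plus 3 SD, cut at about 30% in these data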;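 note: 0% = DMSO wells with GLD-1 and probe and 100% = wells lacking GLD-1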
MEX-5 binding: C. elegans MEX-5 TCR-2 RNA binding activity. Q9XUB2. MEX-5/FITC-TCR2 RNA binding, fluorescence polarization; active compounds read low. activity score (negative = inhibition of binding), % at 10 µM. 300,000 tested, 0.38% active. AID 1832;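 active = inhibition past about -25% in most replicates, and total fluorescence under double the plate's negative control median, limit read from the data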;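 note: 0% = DMSO and -100% = 5 µM competing unlabeled TCR2 RNA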
AGP1-GFP MLPCN: alters AGP1-GFP fluorescence in TOR pathway yeast screen; GFP response vs DMSO, % at 10 µM; S. cerevisiae AGP1-GFP multiplex flow cytometry, 3 h; GFP as percent of DMSO wells; 320,000 tested, 0.02% active;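 active = GFP response relative to DMSO above a set limit, near screen average plus 3 SD, cut at about 150% in these data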;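 note: median GFP channel fluorescence of the gated AGP1 strain per well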
VLA-4 inh: inhibition in a human VLA-4 binding assay. VLA-4 expressing cells, ligand binding flow cytometry. P13612. inhibition, % (about 7 µM as worked out from the volumes in the protocol). 330,000 tested, 0.2% active; in the data active = inhibition above about 50%
Target sequence (P13612 whole entry, looked up): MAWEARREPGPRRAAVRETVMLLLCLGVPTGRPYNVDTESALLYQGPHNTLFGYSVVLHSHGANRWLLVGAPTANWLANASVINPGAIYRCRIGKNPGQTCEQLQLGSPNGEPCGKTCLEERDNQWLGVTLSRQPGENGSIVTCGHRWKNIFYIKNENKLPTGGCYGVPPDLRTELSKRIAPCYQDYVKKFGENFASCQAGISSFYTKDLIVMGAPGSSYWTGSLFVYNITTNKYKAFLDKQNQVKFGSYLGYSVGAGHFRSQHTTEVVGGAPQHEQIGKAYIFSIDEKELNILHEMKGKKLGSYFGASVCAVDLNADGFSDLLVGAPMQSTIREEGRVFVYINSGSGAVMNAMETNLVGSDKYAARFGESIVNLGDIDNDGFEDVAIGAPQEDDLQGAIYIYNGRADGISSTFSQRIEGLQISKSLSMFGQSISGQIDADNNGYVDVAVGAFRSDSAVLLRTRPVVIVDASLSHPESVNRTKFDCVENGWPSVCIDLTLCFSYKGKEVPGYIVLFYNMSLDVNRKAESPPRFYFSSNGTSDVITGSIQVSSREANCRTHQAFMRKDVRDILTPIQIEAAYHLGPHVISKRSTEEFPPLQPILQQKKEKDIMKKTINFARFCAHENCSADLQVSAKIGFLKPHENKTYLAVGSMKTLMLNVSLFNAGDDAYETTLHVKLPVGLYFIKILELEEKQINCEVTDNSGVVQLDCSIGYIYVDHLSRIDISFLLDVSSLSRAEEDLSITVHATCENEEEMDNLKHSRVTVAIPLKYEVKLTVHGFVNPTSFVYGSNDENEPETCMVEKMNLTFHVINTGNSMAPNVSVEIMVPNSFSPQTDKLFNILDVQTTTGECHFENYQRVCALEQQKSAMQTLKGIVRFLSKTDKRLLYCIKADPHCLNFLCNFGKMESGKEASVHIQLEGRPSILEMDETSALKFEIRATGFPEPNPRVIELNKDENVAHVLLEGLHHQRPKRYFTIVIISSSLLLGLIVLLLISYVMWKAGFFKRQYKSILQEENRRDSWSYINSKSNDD
MCL1-BIM inh: disrupts human MCL1 binding to BIM-BH3 peptide; inhibition, % at 10.9 µM; 320,000 tested, 0.68% active; AID 2057; GST-MCL1 / FITC-Bim-BH3 fluorescence polarization; Q07820;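 active = inhibition above the mean inhibition of all tested compounds plus 3 SD, set per campaign, cut at about 40% in these data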;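 note: 0% = DMSO wells and 100% = unlabeled Bim-BH3 peptide control; higher means more loss of mP so more displacement of Bim peptide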
GRK2 inh: human GRK2 inhibition via aptamer displacement | P25098 | bead flow cytometry, FAM-aptamer displacement from GRK2 | inhibition of aptamer binding, % at 10 µM | 330,000 tested, 0.59% active | AID 488847;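 active = inhibition of aptamer binding above 40%, roughly 3 SD of noise, on plates passing a quality check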;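 note: median bead fluorescence of bound FAM aptamer so fluorescent compounds give negative values; no value below 0 was filed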
Starred values were filed as active, the others as inactive.

`Cc1cc(C)cc(N(CC(=O)NC(C)(C)C)C(=O)CCC(=O)Nc2nccs2)c1` gave CIT2 TOR yeast 95, Fam108B inh 1, Bcl-xL primary 0, GLD-1 TGE inh 1, MEX-5 binding 0.0, AGP1-GFP MLPCN 101, VLA-4 inh 25, MCL1-BIM inh -1 and GRK2 inh 2.
Screening CCc1nnc(NC(=O)C(c2ccccc2)c2ccccc2)s1 returned CIT2 TOR yeast 101, Fam108B inh 4, Bcl-xL primary -7, GLD-1 TGE inh -2, MEX-5 binding 2.5, AGP1-GFP MLPCN 98, VLA-4 inh -1, MCL1-BIM inh -5 and GRK2 inh 1.
Screening CCn1c(Cc2ccc(OC)cc2)nnc1SCC(=O)Nc1ccc(N2CCOCC2)cc1 returned CIT2 TOR yeast 107, Fam108B inh 1, Bcl-xL primary 1, GLD-1 TGE inh 5, MEX-5 binding -3.4, AGP1-GFP MLPCN 102, VLA-4 inh 2, MCL1-BIM inh 3 and GRK2 inh 1.
For Cc1ccc(S(=O)(=O)CCC(=O)Nc2nc(C(C)(C)C)cs2)cc1 the results were CIT2 TOR yeast 94, Fam108B inh 3, Bcl-xL primary 9, GLD-1 TGE inh 4, MEX-5 binding 0.2, AGP1-GFP MLPCN 100, VLA-4 inh 2, MCL1-BIM inh 6 and GRK2 inh 1.
Screening CN1N=C(C(F)(F)F)CC1=O returned Fam108B inh 1, Bcl-xL primary 26, GLD-1 TGE inh 4, MEX-5 binding 0.1, AGP1-GFP MLPCN 90, VLA-4 inh -7, MCL1-BIM inh -5 and GRK2 inh 4.
Screening CCOC(=O)/C(C#N)=C/c1c(N2CCN(c3ccccc3)CC2)nc2ccccn2c1=O returned CIT2 TOR yeast 90, Fam108B inh -4, Bcl-xL primary 3, GLD-1 TGE inh 19, MEX-5 binding 2.9, AGP1-GFP MLPCN 76, VLA-4 inh -19, MCL1-BIM inh -13 and GRK2 inh 0.
Screening c1csc(-c2ccnc3ncnn23)c1 returned CIT2 TOR yeast 89, Fam108B inh -1, Bcl-xL primary 3, GLD-1 TGE inh 3, MEX-5 binding -0.2, AGP1-GFP MLPCN 93, VLA-4 inh 8, MCL1-BIM inh -2 and GRK2 inh 0.
COc1ccc(CCNC(=O)CSc2nnc3ccc(-c4cccnc4)nn23)cc1 was read as CIT2 TOR yeast 78, Fam108B inh 2, Bcl-xL primary 2, GLD-1 TGE inh 3, MEX-5 binding 1.6, AGP1-GFP MLPCN 84, VLA-4 inh -4, MCL1-BIM inh 0 and GRK2 inh 0.
Screening CC1CN(Cc2nc3c(c(=O)n(C)c(=O)n3C)n2CC(O)CO)CC(C)O1 (stereo unspecified) returned CIT2 TOR yeast 99, Fam108B inh 2, Bcl-xL primary 3, GLD-1 TGE inh 7, MEX-5 binding 0.7, AGP1-GFP MLPCN 95, VLA-4 inh 4, MCL1-BIM inh 8 and GRK2 inh 0.
`CC(C)c1ccc(NC(=O)C2CCN(c3ncnc4c3nc3n4CCCCC3)CC2)cc1` gave CIT2 TOR yeast 99, Fam108B inh -4, Bcl-xL primary 2, GLD-1 TGE inh 0, MEX-5 binding -3.7, AGP1-GFP MLPCN 102, VLA-4 inh 7, MCL1-BIM inh -4 and GRK2 inh 3.
`O=C(Cc1ccc(Cl)cc1)NCC(=O)N1CCN(c2ccccc2)CC1` gave CIT2 TOR yeast 96, Fam108B inh 2, Bcl-xL primary 8, GLD-1 TGE inh 1, MEX-5 binding 1.5, AGP1-GFP MLPCN 97, VLA-4 inh 6, MCL1-BIM inh 1 and GRK2 inh 0.
`O=c1oc(-c2ccc(O)c(O)c2)cc2cc(O)cc(O)c12` gave CIT2 TOR yeast 98, GLD-1 TGE inh 7, AGP1-GFP MLPCN 100, VLA-4 inh -5 and GRK2 inh 0.
Screening CCOc1ccc(CNC(=O)CCc2cn(Cc3ccccc3)c3ccccc23)cc1 returned CIT2 TOR yeast 92, Fam108B inh 6, Bcl-xL primary 0, GLD-1 TGE inh -2, MEX-5 binding -3.5, AGP1-GFP MLPCN 96, VLA-4 inh -13, MCL1-BIM inh -15 and GRK2 inh 1.
`CC(C)(C)C(C(=O)Oc1ccccc1)c1ccccc1` (stereo unspecified) gave CIT2 TOR yeast 100, Bcl-xL primary 4, GLD-1 TGE inh 0, AGP1-GFP MLPCN 105, VLA-4 inh 9, MCL1-BIM inh 7 and GRK2 inh 4.
For CCN(CC)S(=O)(=O)c1ccc2[nH]c(=O)cc(C(=O)Nc3ccc(C)cc3)c2c1 the results were CIT2 TOR yeast 96, Fam108B inh 0, Bcl-xL primary -4, GLD-1 TGE inh 15, MEX-5 binding 0.9, AGP1-GFP MLPCN 94, VLA-4 inh 2, MCL1-BIM inh 4 and GRK2 inh 0.
Screening C=CCn1c(SCC(=O)N2CCCC2)nc2c([nH]c3ccccc32)c1=O returned CIT2 TOR yeast 97, Fam108B inh 1, Bcl-xL primary -3, GLD-1 TGE inh -4, MEX-5 binding -2.4, AGP1-GFP MLPCN 104, VLA-4 inh -4, MCL1-BIM inh -2 and GRK2 inh 0.
`Cc1ccc(C2CC2C(=O)NNC(=S)Nc2cccc(C)c2)cc1` (stereo unspecified) gave CIT2 TOR yeast 106, Fam108B inh 1, Bcl-xL primary 4, GLD-1 TGE inh -5, MEX-5 binding -1.4, AGP1-GFP MLPCN 108, VLA-4 inh -6, MCL1-BIM inh 9 and GRK2 inh 1.
For O=C1CCCCCN1CSc1nc2ccccc2s1 the results were CIT2 TOR yeast 88, Fam108B inh -1, Bcl-xL primary 9, GLD-1 TGE inh -2, MEX-5 binding -0.8, AGP1-GFP MLPCN 91, VLA-4 inh 6, MCL1-BIM inh 7 and GRK2 inh 2.
`Cn1nnnc1SCc1nnc(-c2ccc(Cl)cc2)o1` gave Fam108B inh 0, Bcl-xL primary 8, GLD-1 TGE inh 1, MEX-5 binding -0.9, AGP1-GFP MLPCN 96, VLA-4 inh 8, MCL1-BIM inh 0 and GRK2 inh 17.
CC(C)(C)OC(=O)N[C@@H](Cc1ccccc1)c1nnc(SCC(N)=O)o1 was read as CIT2 TOR yeast 101, Fam108B inh -2, Bcl-xL primary -2, GLD-1 TGE inh -4, MEX-5 binding -0.8, AGP1-GFP MLPCN 112, VLA-4 inh -6, MCL1-BIM inh 0 and GRK2 inh 0.
`CCCn1c(CC)nc([N+](=O)[O-])c1Sc1ccc(C)cc1` gave CIT2 TOR yeast 105, Fam108B inh 0, Bcl-xL primary 0, GLD-1 TGE inh 0, MEX-5 binding -2.7, AGP1-GFP MLPCN 107, VLA-4 inh 8, MCL1-BIM inh 4 and GRK2 inh 4.
CCOC(=O)C1CCCN(S(=O)(=O)c2cc(OCC(N)=O)c(C)cc2Cl)C1 (stereo unspecified) was read as Fam108B inh 5, Bcl-xL primary 21, GLD-1 TGE inh 2, MEX-5 binding 1.0, AGP1-GFP MLPCN 102, VLA-4 inh -7, MCL1-BIM inh 0 and GRK2 inh 1.
Screening O=C(/C=C/c1ccc(-c2cccc([N+](=O)[O-])c2)o1)N1CCOCC1 returned CIT2 TOR yeast 102, Fam108B inh 1, Bcl-xL primary 7, GLD-1 TGE inh 0, MEX-5 binding 0.9, AGP1-GFP MLPCN 101, VLA-4 inh -14, MCL1-BIM inh 4 and GRK2 inh 1.
COc1ccccc1Nc1nc(N)nc(CCl)n1 was read as CIT2 TOR yeast 98, Fam108B inh 0, Bcl-xL primary 0, GLD-1 TGE inh 3, MEX-5 binding -0.3, AGP1-GFP MLPCN 104, VLA-4 inh 5, MCL1-BIM inh 4 and GRK2 inh 3.
For COc1cc(C(C)=O)ccc1COc1ccc(C(=O)OCC(=O)NC(C)(C)C)cc1OC the results were CIT2 TOR yeast 94, Fam108B inh -4, Bcl-xL primary -1, GLD-1 TGE inh -2, MEX-5 binding 0.5, AGP1-GFP MLPCN 102, VLA-4 inh -4, MCL1-BIM inh 3 and GRK2 inh 0.
CCC(=O)Nc1nnc(S(=O)(=O)N(C)c2ccccc2)s1 was read as CIT2 TOR yeast 103, MEX-5 binding -5.0, AGP1-GFP MLPCN 96, VLA-4 inh 5 and GRK2 inh 0.
Screening O=C(Nc1ccc(S(=O)(=O)N2CCOCC2)cc1)c1cc(-c2cc(Cl)ccc2O)n[nH]1 returned CIT2 TOR yeast 80, Fam108B inh -15, Bcl-xL primary 2, GLD-1 TGE inh 6, MEX-5 binding -0.3, AGP1-GFP MLPCN 106, VLA-4 inh 17, MCL1-BIM inh 3 and GRK2 inh 3.
Cn1nc(C(=O)N2CCN(c3ccc([N+](=O)[O-])cc3)CC2)c2c1-c1ccccc1S(=O)(=O)C2 was read as CIT2 TOR yeast 99, Fam108B inh 2, Bcl-xL primary 4, GLD-1 TGE inh 0, MEX-5 binding 1.2, AGP1-GFP MLPCN 94, VLA-4 inh -6, MCL1-BIM inh 4 and GRK2 inh 1.
CCOC(=O)c1sc2nc(CN3CCN(c4cccc(C(F)(F)F)c4)CC3)[nH]c(=O)c2c1C was read as CIT2 TOR yeast 106, Fam108B inh -3, Bcl-xL primary -6, GLD-1 TGE inh -7, MEX-5 binding -0.6, AGP1-GFP MLPCN 105, VLA-4 inh 5, MCL1-BIM inh -3 and GRK2 inh 1.
`O=C(OCc1cnc(Cl)s1)c1cccs1` gave CIT2 TOR yeast 92, Fam108B inh -2, Bcl-xL primary -5, GLD-1 TGE inh 1, MEX-5 binding -1.2, AGP1-GFP MLPCN 93, VLA-4 inh 10, MCL1-BIM inh -7 and GRK2 inh 1.
For O=C(Nc1ccc2ccccc2c1)c1ccc(Cl)cc1Cl the results were CIT2 TOR yeast 94, Fam108B inh -4, Bcl-xL primary -1, GLD-1 TGE inh -1, MEX-5 binding 1.2, AGP1-GFP MLPCN 82, VLA-4 inh -1, MCL1-BIM inh -4 and GRK2 inh 1.
`Cc1ccc(C)c(NC(=O)CSc2nncn2C)c1` gave CIT2 TOR yeast 107, Fam108B inh 0, Bcl-xL primary 6, GLD-1 TGE inh 2, MEX-5 binding 0.9, AGP1-GFP MLPCN 103, VLA-4 inh -8, MCL1-BIM inh 10 and GRK2 inh 1.
Screening O=[N+]([O-])c1ccc(-c2ccc(S(=O)(=O)N3CCOCC3)cc2)cc1 returned CIT2 TOR yeast 110, Fam108B inh 12, Bcl-xL primary 4, GLD-1 TGE inh -5, MEX-5 binding -1.7, AGP1-GFP MLPCN 109, VLA-4 inh -6, MCL1-BIM inh 11 and GRK2 inh 0.
For CCCCCOCC1CC(C/C(C)=N/NC(N)=O)(C(=O)OCC)C(=O)O1 (stereo unspecified) the results were CIT2 TOR yeast 102, Fam108B inh -2, Bcl-xL primary 4, GLD-1 TGE inh 7, MEX-5 binding 0.8, AGP1-GFP MLPCN 102, VLA-4 inh 4, MCL1-BIM inh 3 and GRK2 inh 0.
O=C(COc1ccccc1)Nc1ncn[nH]1 was read as CIT2 TOR yeast 83, Fam108B inh -1, Bcl-xL primary 0, GLD-1 TGE inh 0, MEX-5 binding 4.9, AGP1-GFP MLPCN 94, VLA-4 inh 4, MCL1-BIM inh 1 and GRK2 inh 0.
`O=C(NC1CCCC1)C(c1ccc(N2CCOCC2)cc1)N(Cc1ccccc1)C(=O)c1ccco1` (stereo unspecified) gave CIT2 TOR yeast 95, Fam108B inh -2, Bcl-xL primary 2, GLD-1 TGE inh -3, MEX-5 binding 3.9, AGP1-GFP MLPCN 98, VLA-4 inh 0, MCL1-BIM inh 0 and GRK2 inh 1.
For COc1cc(=O)oc(-c2ccccc2)c1C(C)=O the results were CIT2 TOR yeast 95, Fam108B inh 1, Bcl-xL primary 3, GLD-1 TGE inh 0, MEX-5 binding -4.8, AGP1-GFP MLPCN 100, VLA-4 inh -4, MCL1-BIM inh -2 and GRK2 inh 3.

Screening results (PubChem BioAssay)
